Source: PubChem BioAssay
EPAC1 antagonist: antagonists of human EPAC1. O95398. EPAC1 GEF assay, Rap1b-BODIPY-GDP exchange fluorescence. Potency, µM (titrated, usually from 115 µM), without a hit: at the top dose activity change, negative = inhibition, most hits filed as inhibitors. actives 0.14% (n = 360,000). AID 720709;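 further: potency means the concentration at half of the fitted maximal effect; plate controls were vehicle for no effect and positive control for full effect; nearly all actives have a fitted effect of over 50% in size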
EPAC2 ag: EPAC2 (human) agonism; EPAC2 activation, biochemical qHTS; response scale: 100% = 6.5 mM cAMP response; Q8WZA2; Potency, µM (titrated, usually from 154 µM), inactives show top-dose activation, most hits filed as activators; actives 0.079% (n = 360,000); AID 720711; further: potency means the concentration at half of the fitted maximal effect; nearly all actives have a fitted effect of over 50% in size
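Fluorescence exchange assay: 100 nM EPAC2 with 250 nM RAP1B-BODIPY-GDP and 50 uM GDP; compounds tested as a concentration-titration series (qHTS). Loss of Rap1-bound BODIPY-GDP fluorescence read at 480/540 nm; data normalized to 6.5 mM cAMP.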
PLK1 PBD block: inhibitors of human PLK1 polo-box domain binding. Plk1 PBD binding of FITC phosphopeptide, fluorescence polarization. Potency, µM, for inactives: max response, negative = inhibition, most hits filed as inhibitors. actives 2.8% (n = 360,000). AID 720504; further: potency means the concentration at half of the fitted maximal effect; series mostly up to about 57 µM; on the % scale 0 is the no-effect control and ±100 the full control effect; nearly all actives have a fitted effect of over 65% in size
Target sequence (P53350 whole entry, looked up, the tested form may be a part): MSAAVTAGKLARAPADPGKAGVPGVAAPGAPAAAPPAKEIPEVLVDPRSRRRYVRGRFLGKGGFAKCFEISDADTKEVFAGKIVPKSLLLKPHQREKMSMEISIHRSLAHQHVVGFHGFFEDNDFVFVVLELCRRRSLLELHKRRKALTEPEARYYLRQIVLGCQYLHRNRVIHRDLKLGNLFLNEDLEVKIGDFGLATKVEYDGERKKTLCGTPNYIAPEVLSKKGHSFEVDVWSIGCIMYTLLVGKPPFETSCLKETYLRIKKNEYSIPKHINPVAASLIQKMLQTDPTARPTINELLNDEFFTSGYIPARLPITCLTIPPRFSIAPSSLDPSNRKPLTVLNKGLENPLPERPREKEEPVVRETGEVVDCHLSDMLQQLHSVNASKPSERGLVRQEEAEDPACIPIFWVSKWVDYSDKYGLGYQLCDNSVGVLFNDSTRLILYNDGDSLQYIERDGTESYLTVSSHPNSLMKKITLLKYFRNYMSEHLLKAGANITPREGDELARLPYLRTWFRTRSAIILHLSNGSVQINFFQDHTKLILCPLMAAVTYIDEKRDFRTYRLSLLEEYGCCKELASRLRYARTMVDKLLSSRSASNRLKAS
IL-2 act: IL-2 activation; actives 0.065% (n = 360,000); AID 652025; IL-2 activation reporter assay, cell-based qHTS; stimulated with anti-CD3/CD4/CD28 beads; in transgenic mouse T cells; activation, % (series mostly up to about 46 µM); in the data active means activation above about 50%; inconclusive means mostly about 30% to 49%; further: 0% is about no effect
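Readout is EGFP and DsRed signal by fluorescent plate cytometry after 18 h at 37 degrees C. Transgenic mouse T cells (750/well) received compound for 60 min before bead stimulation (anti-CD3, anti-CD4, anti-CD28); memory T cells served as non-tolerant control.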
PI5P4K alpha inh: inhibitors of human PI5P4K alpha | PI5P4Kalpha enzyme, ADP-Glo luminescence, 60 min; active compounds read low | max response, % | actives 1.2% (n = 330,000) | AID 652105; active means max response of -50% or lower; inconclusive means between -30% and -50%; inactive means -30% or higher; further: value at the top dose of about 77 µM; on the % scale 0 is the no-effect control and ±100 the full control effect
Target sequence (P48426 whole entry, looked up): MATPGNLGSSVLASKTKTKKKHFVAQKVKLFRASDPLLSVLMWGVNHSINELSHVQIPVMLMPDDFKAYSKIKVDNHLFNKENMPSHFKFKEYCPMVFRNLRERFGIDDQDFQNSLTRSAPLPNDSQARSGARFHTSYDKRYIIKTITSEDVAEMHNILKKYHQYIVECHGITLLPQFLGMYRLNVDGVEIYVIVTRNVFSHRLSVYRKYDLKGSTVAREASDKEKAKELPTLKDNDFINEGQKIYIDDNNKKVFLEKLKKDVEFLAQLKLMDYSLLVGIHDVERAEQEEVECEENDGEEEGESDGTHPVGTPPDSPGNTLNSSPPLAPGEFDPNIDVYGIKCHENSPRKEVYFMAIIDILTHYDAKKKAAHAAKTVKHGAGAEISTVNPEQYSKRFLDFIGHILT
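Single end-point luminescence (ADP-Glo) quantified ADP from PI5P4Kalpha turnover; ATP 5 microM final, 1 h at RT, 0.1% CHAPS and 0.28 mM EGTA in HEPES pH 7.4.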
CCT chaperon mod: changes cytosolic chaperonin activity; actives 0.3% (n = 360,000); activity change, % (test concentration not listed), hits read low; AID 651819; purified chaperonin ATPase assay, HTRF ADP detection, 30 min; in the data active means activity change below about -30%; further: on the % scale 0 is the no-effect control and ±100 the full control effect
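Enzyme 40 or 20 nM (batch-dependent) in Tris pH 7.4/KCl/MgCl2/DTT; cpd 76 uM single point; ATP 10 uM; 30 min 37 °C; Transcreener ADP HTRF detection, 30 min RT; ratio 665/615.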
WRN helicase inh: WRN helicase (human) inhibition; WRN helicase unwinding, fluorescent forked duplex, kinetic; actives 0.46% (n = 360,000); Potency, µM (titrated, usually from 114 µM), without a hit: top-dose activity change, negative = inhibition, most hits filed as inhibitors; Q14191; further: potency means the concentration at half of the fitted maximal effect; on the % scale 0 is the no-effect control and ±100 the full control effect; nearly all actives have a fitted effect of over 55% in size
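Primary qHTS, 1536-well format. 20 nM WRN + compound, 15 min RT; start with 100 nM forked fluorophore/quencher duplex, 2 mM ATP (final); kinetic read ex 525/em 598 nm.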
EPAC1 ag: EPAC1 (human) agonism | Potency, µM (top dose mostly 154 µM), inactives show at the highest dose activation, hits mostly activators | actives 0.073% (n = 360,000) | EPAC1 agonist qHTS, biochemical assay; response scale: 100% = response to 6.5 mM cAMP | O95398 | AID 720707; further: potency means the concentration at half of the fitted maximal effect; nearly all actives have a fitted effect of over 60% in size
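Read-out is the fluorescence drop as BODIPY-GDP leaves Rap1B (480 nm excitation, 540 nm emission), recorded every 5 minutes over 30 minutes. Reactions held 100 nM EPAC1, 250 nM Rap1B–BODIPY-GDP and 50 uM GDP, with 6.5 mM cAMP setting full activation.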
* hit, by the source's call; u = inconclusive; x = no result given; [ ] = another dose, or the depositor's remark. Unless noted, the call rests on the fitted dose curve; in most records, active means well fitted curve in the direction sought with a large enough effect; inconclusive means small, poorly fitted or top-dose-only effect, or another doubt; inactive means no such curve, though single readings can be large; an effect the other way counts as inactive or inconclusive.

Each structure is followed by: EPAC1 ag	CCT chaperon mod	IL-2 act	PLK1 PBD block	EPAC1 antagonist	WRN helicase inh	PI5P4K alpha inh	EPAC2 ag
Cc1cccn2c(=O)c3cc(S(=O)(=O)c4ccc(F)cc4)c(=N)n(Cc4ccco4)c3nc12
  6%	0.0	56*	1%	-26%	-4%[57.1 µM]	-2	2%
O=C1CC(N2CCN(c3ccccn3)CC2)C(=O)N1CC(c1ccccc1)c1ccccc1 (configuration not stated)
  20%	1.9	-0.7	-12%	-8%	-13%	0	9%
Cc1cc(N(C)C)c(C#N)c(N2CCOCC2)n1
  9%	-2.2	0.2	-2%	-17%	-5%	-1	0%
CC(=O)NCCc1cc2cc(C)c(C)cc2[nH]c1=O
  -9%	-0.6	2.6	-1%	-7%	-10%	5	2%
CCOc1ccc(NC(=O)CN(C)C(=O)CN2C(=O)C3CC=CCC3C2=O)cc1OCC (configuration not stated)
  11%	0.1	-0.4	4%	0%	-5%	-2	7%
COc1ccc(-c2noc(CCC(=O)N3CCN(c4cccc(Cl)c4)CC3)n2)cc1
  5%	-2.3	-0.3	-2%	-9%	-11%	0	12%
O=C1C=CN2CCCC2CC1 (configuration not stated)
  -20%	0.6	-2.5	1%	3%	-3%	-2	0%
COc1ccc([C@H]2C[C@H](n3cc(COC(=O)c4ccccc4)nn3)[C@@H](O)CN2CC2CCCCC2)cc1
  -6%	1.9	-3.3	3%	14%	5%	-2	3%
COc1ccc(Cl)cc1NC(=O)COC(=O)Cc1cc(OC)c(OC)c(OC)c1
  2%	-2.2	-0.6	-9%	-15%	-5%	-1	12%
CCn1c(SC(C)C(=O)NC2CCCc3ccccc32)nnc1-c1cccs1 (configuration not stated)
  11%	1.1	1.3	-12%	-2%	17%	20	9%
CC1(C)COCN1C(=O)c1ccc(Cl)c(Cl)c1
  -2%	-2.6	-1.3	0%	1%	-11%[57.1 µM]	2	3%
COc1cc(OC)cc(C(=O)N(CN2CCCC2=O)c2ccccc2OC)c1
  4%	0.5	1.0	-1%	0%	4%	2	1%
CCc1ccc2[nH]c(=O)c(CN(CCO)C(=O)NCc3ccccc3)cc2c1
  -5%	-0.3	-1.4	-8%	10%	8%	-4	8%
O=S(=O)(c1ccc2oc3ccccc3c2c1)N1CCCC1
  -10%	0.0	0.1	u	8%	4%	2	6%
O=C1CSC(=S)N1c1cccnc1
  3%	-5.5	1.4	-15%	2%	-8%[57.1 µM]	x	7%
O=C(OCC(=O)N1CCN(c2ccccc2)CC1)C1=COCCO1
  -1%	2.3	1.1	2%	18%	4%	1	-16%
CN1C(=O)c2ccccc2N(C)C1c1ccc(F)cc1 (configuration not stated)
  -8%	1.3	0.6	-8%	-17%	-8%	-4	9%
Nc1nnc(-c2cccc([N+](=O)[O-])c2)o1
  9%	-0.4	-0.1	-13%	7%	1%	4	9%
Cc1ccccc1C(=O)c1cccn1CC(=O)NCc1ccc(Cl)cc1
  4%	-4.9	-0.6	-10%	-17%	-9%	0	2%
COc1ccc(N(C(=O)C2CCCCC2)C2C=CS(=O)(=O)C2)c(OC)c1 (configuration not stated)
  -4%	1.1	-1.0	-4%	-2%	-3%[57.1 µM]	x	2%

Some values from the entries so far.
CN1C(=O)c2ccccc2N(C)C1c1ccc(F)cc1 (configuration not stated) in EPAC2 ag reads 9%
COc1ccc(-c2noc(CCC(=O)N3CCN(c4cccc(Cl)c4)CC3)n2)cc1 in EPAC1 antagonist reads -9%

More compounds:
Each structure is followed by: EPAC1 ag	CCT chaperon mod	IL-2 act	PLK1 PBD block	EPAC1 antagonist	WRN helicase inh	PI5P4K alpha inh	EPAC2 ag
Cc1ccc(OCCSc2cc(C)nc(N)n2)cc1
  -6%	-3.0	0.0	-11%	-12%	7%	15	17%
Cc1ccc(C(=O)N2CCN(S(=O)(=O)c3ccc(Br)cc3)CC2)o1
  1%	-0.8	-0.2	-12%	20%	2%	5	11%
CC(=O)c1cc(F)c(N2CCN(C(=O)c3ccco3)CC2)cc1C
  4%	1.6	1.3	-4%	3%	-12%[57.1 µM]	3	-8%
CCCCNS(=O)(=O)c1ccc(NC(=O)C2CCCO2)cc1 (configuration not stated)
  5%	-3.0	-0.2	-14%	-10%	-21%	-22	17%
COc1ccc(S(=O)(=O)N2CCOCC2)cc1NC(=O)c1cc(C)oc1C
  2%	-1.2	0.3	-2%	8%	-2%	5	0%
CCC(C)c1ccc(NC(=S)NCCn2cc(Cl)cn2)cc1 (configuration not stated)
  -14%	-39*	-6.3	-16%	-11%	1%	1	6%
O=C(O)c1ccc(N2C(=O)c3[nH]nc(-c4ccccc4)c3C2c2ccccc2)cc1 (configuration not stated)
  0%	-1.2	-0.5	-5%	-12%	-3%	-5	9%
CC(NCC(=O)Nc1ccccc1C(=O)NC1CC1)c1ccccc1Cl (configuration not stated)
  -4%	-0.1	-2.9	0%	-4%	-4%	-5	0%
CCCCCCc1ccc(N2C[C@H](Cc3ccccc3)[C@@H](CC(=O)NCc3ccc(OC)cc3)C2=O)cc1
  -11%	-0.1	-0.8	-8%	1%	0%	24	17%
CCOc1c2ccc(C(=O)NC3CCCc4ccccc43)cc2nn1CC (configuration not stated)
  -17%	-6.1	0.6	1%	13%	6%	5	4%
Cc1c(OCC(=O)N2CCC(C(N)=O)CC2)ccc2c1oc(=O)c1ccccc12
  -2%	-2.1	0.4	-8%	3%	4%	-3	6%
CCn1cc(-c2cc(C(=O)O)on2)c(C)n1
  4%	1.8	-0.2	-1%	6%	0%	-2	6%
COc1cc(C#Cc2c(-c3cncn3C)n(C)c3ccc(Br)cc23)cc(OC)c1
  5%	-2.3	-2.3	3%	6%	-1%	53	6%
Clc1ccc(Cc2ccccn2)cc1
  -28%	3.0	-0.9	1%	-4%	-1%	3	3%
CS(=O)(=O)N1CCN(c2ccccc2NC(=O)Nc2cccc(Cl)c2)CC1
  8%	-1.6	-0.1	-20%	u	-10%	0	12%
COc1ccccc1-c1c(C)oc2c(CN3CCN(C)CC3)c(O)ccc2c1=O
  -6%	-2.4	1.2	-4%	5%	7%	x	-1%
CC1(C)CNc2cc([N+](=O)[O-])ccc2S1
  8%	2.1	-3.7	-14%	3%	-29%[57.1 µM]	1	1%
CC(C)NC(=O)c1ccccc1N(Cc1ccccc1)S(C)(=O)=O
  -8%	3.1	-2.2	-11%	8%	-10%	-5	6%
Cc1cc(NC(=S)Nc2ccc(C)c(Cl)c2)n[nH]1
  -3%	-2.0	3.5	-17%	-23%	-4%	-19	12%
CCCCCCc1c(O)nc(SCCN(C)C)[nH]c1=O
  -8%	-1.2	-2.4	-7%	-1%	-2%	0	-3%
Cc1cccc(NC(=O)c2cc([N+](=O)[O-])ccc2Cl)c1O
  3%	-1.7	1.3	-11%	6%	-22%	3	6%
Cc1cccc(C(=O)OCC(=O)N2CCCCCC2)c1O
  -1%	0.8	-0.3	-19%	-10%	-4%	2	4%
CCc1cccc(OCC(=O)Nc2ccc(C(=O)O)cc2NC(=O)COc2cccc(CC)c2)c1
  -14%	-0.2	2.4	u	-18%	-12%	7	-14%
O=C(N1CCCCC1)N1CCN(C(c2ccccc2)c2ccccc2)CC1
  -11%	-0.1	-3.0	-6%	-13%	-23%[57.1 µM]	-1	-8%
N/C(=N\c1nc2c(c(=O)[nH]1)CCCC2)Nc1ccc(Oc2ccccc2)cc1
  10%	-1.7	-2.2	-5%	12%	-5%[57.1 µM]	x	23%
COc1cc(-c2nc(C(F)(F)F)c(OC)o2)cc(OC)c1OC
  -6%	-1.4	2.3	-27%	u	-6%	7	-8%
C=CCn1c(O)c(CN2CCCCC2)c(C)c(C#N)c1=O
  6%	0.4	-2.5	-5%	-4%	-4%	-5	3%
C[C@H](CO)N1C[C@H](C)[C@@H](CN(C)S(=O)(=O)c2ccc(C#N)cc2)OCc2cn(nn2)CCCC1=O
  -16%	1.0	0.2	-8%	18%	6%	0	1%
CCOC(=O)CSc1nnc(NC(=O)CN2CCCCC2)s1
  18%	2.1	-0.5	27µM*	-11%	3%	-17	1%
FC(F)(F)COc1nc(N2CCOCC2)nc(N(c2ccccc2)c2ccccc2)n1
  0%	-0.7	-2.1	1%	u	-17%	x	3%
COc1ccc(C)cc1NC(=O)CNC(C)C(=O)Nc1ccc(C(C)=O)cc1 (configuration not stated)
  8%	0.8	-0.1	2%	9%	-3%	-2	2%
CC(C)C(=O)NC(Nc1cc(C(F)(F)F)ccc1Cl)C(Cl)(Cl)Cl (configuration not stated)
  -17%	-2.0	-5.9	-3%	-14%	-2%	9	-9%
O=C(N1CCN(Cc2ccccc2)CC1)C12CC3CC(CC(C3)C1)C2
  -6%	1.6	-0.5	-8%	-23%	-13%	6	10%
CCC(=O)c1cn(CC(=O)Nc2cc(C)ccc2C)c2ccccc12
  -10%	2.6	1.1	0%	-6%	3%	-2	-5%
CCCCCn1c(=O)[nH]c2cc(C(=O)Nc3ccc(OC)cc3)ccc2c1=O
  -4%	1.3	-0.1	-2%	-16%	0%	-2	-7%
CCOC(=O)c1nn(-c2ccc(Cl)cc2)c2nc(CC)c(C#N)c(=O)n12
  4%	0.6	u	-6%	5%	-10%	0	5%
Cc1nn(C(C)(C)C)c(C)c1/C=N/OC(=O)Nc1ccc(Cl)cc1
  22%	-0.1	-0.9	-15%	-4%	3%	2	22%
COc1ccc(NC(=O)C(c2ccnc3ccccc23)n2c(=O)c(-c3ccccc3)nc3ccccc32)cc1 (configuration not stated)
  2%	x	1.5	2%	7%	-1%	-2	2%
CCN(CC)C(=O)Cn1cc(C(=O)C(=O)N2CCc3ccccc32)c2ccccc21
  1%	1.5	0.9	1%	-6%	2%	3	5%
O=C(Cc1cc(=O)oc2cc(O)ccc12)NC(Cc1ccc(Cl)cc1)C(=O)O (configuration not stated)
  13%	0.8	-0.2	30µM*	4%	-5%	-25	3%
COC(=O)Nc1ccc(S(=O)(=O)N(CCO)CCO)cc1
  -2%	-1.8	-1.0	-16%	-3%	4%	x	8%
COC(=O)CC1N(S(=O)(=O)c2ccc(C)cc2)c2ccccc2C1(C(=O)OC)C(=O)OC (configuration not stated)
  -16%	x	2.5	-3%	23%	6%	-6	0%

The list is partial. The share of hits here may be higher or lower than overall.
